Screening data (PubChem BioAssay)
PP1 inh: blocks human PP1-alpha phosphatase, a PP5 counter-screen | P62136 | purified PP1alpha, OMFP fluorescence | inhibition, % at 6.7 µM | hit rate 0.9% among 320,000 | AID 2235;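 active = inhibition above the mean inhibition of all tested compounds plus 3 SD, computed separately for each screening campaign, cut at about 15% in these data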
proCasp3 act: procaspase-3 (human) activation | activation, % at 8.5 µM | recombinant procaspase-3 D3A, Ac-DEVD-pNA absorbance 405 nm | P42574 | hit rate 0.11% among 330,000;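 active = activation above the mean of all tested compounds plus 3 SD, cut at about 21% in these data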;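 also: 0% = DMSO alone and 100% = DMSO wells spiked with extra 5 µM PC-3 D3A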
Target sequence (P42574 whole entry D9A/D28A/D175A): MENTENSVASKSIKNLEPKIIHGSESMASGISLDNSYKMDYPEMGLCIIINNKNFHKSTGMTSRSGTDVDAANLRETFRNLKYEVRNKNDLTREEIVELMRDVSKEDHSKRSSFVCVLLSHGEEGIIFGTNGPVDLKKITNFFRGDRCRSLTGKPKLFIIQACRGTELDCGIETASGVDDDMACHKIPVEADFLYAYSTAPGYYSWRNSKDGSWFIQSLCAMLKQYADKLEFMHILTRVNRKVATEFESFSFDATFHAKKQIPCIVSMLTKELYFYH
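Test system: Procaspase-3 D3A mutant; medium: Zinc-free HEPES/NaCl buffer with 0.01% Triton X-100 at pH 7.4; reagent: DEVD-pNA substrate; doses: one concentration, 8.5 µM nominal, 0.8% DMSO; times: 1 h preincubation plus 2 h reaction at 25 °C; signal: Epi-absorbance at 405 nm of released p-nitroaniline, 0 and 120 min; replicates: singlicate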
GASC-1 inh: inhibitors of human GASC-1 (JMJD2C) demethylase; Q9H3R0; GST-JMJD2C(1-420) H3K9me3 demethylation, DELFIA europium; inhibition, % at 2.35 µM; hit rate 0.069% among 330,000; AID 2099;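 active = more than half of a compound's replicate wells show inhibition beyond 50%, single wells judged on their own value; inconclusive = some, but no more than half, of replicates pass 50% inhibition; inactive = no replicate passes 50% inhibition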;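 also: signal counts dimethyl H3K9 product captured on neutravidin plate; 0% = median of DMSO wells and 100% = 0.3 times that DMSO median; strong numbers were not always called active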
PP5 primary: inhibitors of human protein phosphatase 5 (PP5). P53041. purified PP5c, OMFP substrate fluorescence. inhibition, % at 6.7 µM. hit rate 0.18% among 320,000;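 active = inhibition above the campaign's mean inhibition across all tested compounds plus 3 SD, cut at about 9.5% in these data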;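 also: 0% = DMSO only and 100% = 100 µM cantharidin control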
Target sequence (P53041 whole entry, looked up): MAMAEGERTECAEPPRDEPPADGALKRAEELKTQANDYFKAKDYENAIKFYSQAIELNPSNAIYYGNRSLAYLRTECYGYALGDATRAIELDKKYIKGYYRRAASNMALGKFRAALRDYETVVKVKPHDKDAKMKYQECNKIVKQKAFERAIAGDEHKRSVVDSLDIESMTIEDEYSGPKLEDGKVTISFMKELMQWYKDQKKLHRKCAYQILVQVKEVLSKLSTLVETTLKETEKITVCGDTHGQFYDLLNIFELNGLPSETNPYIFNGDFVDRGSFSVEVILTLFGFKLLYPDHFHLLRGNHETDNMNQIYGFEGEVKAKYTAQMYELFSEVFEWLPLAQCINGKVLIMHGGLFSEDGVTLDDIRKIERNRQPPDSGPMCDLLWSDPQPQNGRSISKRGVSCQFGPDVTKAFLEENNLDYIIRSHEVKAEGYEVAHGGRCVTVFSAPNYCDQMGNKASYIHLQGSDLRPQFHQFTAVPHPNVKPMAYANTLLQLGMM
TPT1 inh: inhibitors of Candida albicans tRNA 2'-phosphotransferase TPT1 | hit rate 0.81% among 300,000 | recombinant caTPT1, FP RNA substrate dephosphorylation | inhibition, % at 5 µM;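 active = inhibition above the mean of all tested compounds plus 3 SD, set per screening campaign, cut at about 24% in these data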;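 also: plate controls were DMSO alone for no effect and ferristatin control at 100 nM for full effect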
HCV core dimer: blocks dimerization of HCV core protein. AID 1899. hit rate 0.33% among 300,000. inhibition, % at 5 µM. TR-FRET GST/Flag-core106 dimerization, 1536-well;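 active = inhibition above the mean of all tested compounds plus 3 SD, set per screening campaign, cut at about 45% in these data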
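Assay system – GST-tagged and Flag-tagged HCV core protein residues 1-106 · Quantity – core106 proteins, GST 13.5 nM and Flag 17 nM · Benchmarks – unlabelled core106 and no-GST-core106 wells · Read-out basis – percent inhibition of core106 dimerization signal · Detection – time-resolved FRET, ex 340 nm, em 617 and 671 nm · Schedule – 4 h at 22.5 °C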
Fh CTSL1 inh: blocks F. hepatica cathepsin L1 in PFM18AAP counter-screen; inhibition, % at 5.96 µM; recombinant F. hepatica cathepsin L1, Z-Leu-Arg-MCA fluorescence; hit rate 0.49% among 300,000;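 active = inhibition above the mean of all tested compounds plus 3 SD, set per screening campaign, cut at about 17% in these data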;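 also: 0% = plate median of test compound wells and 100% = 1 µM Z-Phe-Ala-diazomethylketone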
Efflux pump mplx: inhibitors of Candida antifungal efflux pumps expressed in yeast | hit rate 0.44% among 330,000 | S. cerevisiae Candida pump triplex, Nile Red efflux | inhibition, % at 10 µM;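 active = plate passing quality check with inhibition over a set limit, or well fluorescence over plate mean plus 4 SD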;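 also: Nile Red retained in pooled yeast measured as flow cytometry median fluorescence; 0% = buffer negative control and 100% = Enniatin B positive control; higher means more Nile Red kept so more efflux inhibition; some compounds called inactive have numbers as strong as hits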
procasp7 counter: activates human procaspase-7, counter-screen for procaspase-3 activators. P55210. recombinant procaspase-7, Ac-DEVD-pNA absorbance 405 nm; D23A/D198A/D206A triple mutant, cannot self-cleave; scale: DMSO 0, 5 µM enzyme 100. activation, % at 8.5 µM. hit rate 0.093% among 330,000;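 active = percent activation above the screen-wide mean plus 3 SD, cut at about 25% in these data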
Target sequence (P55210 whole entry D23A/D198A/D206A): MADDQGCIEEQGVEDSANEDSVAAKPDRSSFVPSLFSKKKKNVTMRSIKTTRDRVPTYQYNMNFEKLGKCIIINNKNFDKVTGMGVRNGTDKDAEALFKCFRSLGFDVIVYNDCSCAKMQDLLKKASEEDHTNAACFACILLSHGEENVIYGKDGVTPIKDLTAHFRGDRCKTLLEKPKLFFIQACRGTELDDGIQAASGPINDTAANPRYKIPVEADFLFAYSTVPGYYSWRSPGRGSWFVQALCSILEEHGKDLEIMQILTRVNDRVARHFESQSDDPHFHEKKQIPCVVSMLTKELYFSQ
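Replicates: singlicate. Assay system: Procaspase-7 triple mutant (PC-7 D3A). Signal: 405 nm absorbance of p-nitroaniline. Times: 1 h preincubation, 2 h reaction. Buffer or medium: Zinc-free HEPES pH 7.4 with 300 mM NaCl, 0.01% Triton X-100. Also added: DEVD-pNA substrate. Benchmarks: DMSO wells as 0%, DMSO with 5 µM added PC-7 as 100%.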
An asterisk follows results filed as active; ? = inconclusive; . = no result given.

SMILES	PP1 inh	proCasp3 act	GASC-1 inh	PP5 primary	TPT1 inh	HCV core dimer	Fh CTSL1 inh	Efflux pump mplx	procasp7 counter
O=C(NCc1ccc(Cl)cc1)N1CCN(S(=O)(=O)c2ccccc2)CC1	-7	-7	1	-5.5	-9	-14	9	-0.1	-7
CN(CC(O)CN)CC(O)CN1CCCCC1 (stereo not given)	-5	0	1	0.9	0	8	0	0.0	-2
CCCSc1nc2sc3c(c2c(=O)n1CC)CC(C)(C)OC3	-3	-1	2	1.6	-2	-3	2	-0.3	-1
NS(=O)(=O)c1ccc(CCNC(=O)c2cccc3ccccc23)cc1	0	8	-2	2.4	-4	-11	-8	0.1	4
CCC(C)NC(=O)Cn1c(=O)n(-c2ccc(OC)cc2)c(=O)c2ccc(C(=O)NCc3ccc(C)cc3)cc21 (stereo not given)	1	3	6	2.5	-2	1	-3	0.1	0
O=C(COC(=O)/C=C/c1ccc(OC(F)F)cc1)NC1CCCCCCC1	0	-10	?	1.3	1	-2	1	0.1	0
CCOC(=O)c1ccc(CN2C(=O)c3ccccc3S2(=O)=O)cc1	0	-6	5	1.8	0	-1	-1	-0.1	6
O=C(NCCCn1ccnc1)c1ccc(S(=O)(=O)N2CCCCCC2)cc1	0	-8	7	1.6	-7	-3	-1	-0.1	-4
COC(=O)c1sc2nc(C)nc(SCC(=O)Nc3sccc3C(N)=O)c2c1C	0	-4	5	4.4	.	.	.	-0.1	1
COc1ccc(-n2nnc3c(=O)n(CC(=O)Nc4cc(C)on4)cnc32)cc1	-3	-8	-3	-1.0	-1	13	-1	0.0	-2
CC(C)OC(=O)CN1CCN(S(=O)(=O)c2cc(Cl)ccc2Cl)CC1	-3	-1	-8	3.2	-3	-3	-5	0.1	0
COc1cccc(NC(=O)CN(C)C(=O)c2c(C)nn(CC(C)C)c2Cl)c1	-6	-3	.	-3.7	.	.	.	-0.1	7
CC1CC(C)(C)NC(=S)N1CCC(=O)N1CCN(c2ccccc2)CC1 (stereo not given)	-2	4	6	-0.1	5	-2	4	0.1	0
CCN(CC)S(=O)(=O)c1ccc(N2CCCCC2)c(NC(=O)C2CCN(C(=O)c3ccc(F)cc3)CC2)c1	0	5	-3	-0.4	1	9	4	0.0	-5
Cc1ccc(CS(=O)(=O)c2ncc(Cl)c(C(=O)Nc3nnc(C)s3)n2)cc1	-1	1	13	3.4	0	5	-2	-0.1	1
CCc1ccccc1NC(=O)C1(S(=O)(=O)c2ccc(C)cc2)CC1	-3	-2	-6	-2.7	1	6	-3	-0.1	-9
CCCOc1ccc(C(=O)NCCC(=O)NCCCC(=O)OCC)cc1	-5	-4	-1	1.2	4	-1	-2	0.1	3
COc1ccc(NC2=Nc3ccccc3CC2)cc1	6	-2	-5	-2.4	2	1	10	-0.1	-13
CCn1c(=O)c2c(nc3n2CCCN3Cc2ccccc2)n(C)c1=O	-4	2	0	3.0	-2	-1	-3	0.1	-2
C=CCOc1ccc(C2C(C#N)=C(N)N(Nc3ccccc3)C3=C2C(=O)CCC3)cc1OC (stereo not given)	-3	20	-14	-1.2	1	6	3	0.0	24
O=C(CSc1ncnc2c1cnn2-c1ccc(F)cc1)NCc1ccc2c(c1)OCO2	-11	1	-1	-5.2	4	-2	2	0.7	0
Cc1onc(C(=O)Nc2sc3c(c2C(N)=O)CCCC3)c1[N+](=O)[O-]	1	-10	18	2.2	5	0	-2	0.1	-21
CC(C)N(C(C)C)S(=O)(=O)c1ccc(N2CCc3ccccc3C2)nc1	0	2	?	1.4	-6	14	3	0.1	-4
COc1ccccc1N1CCN(C(c2ccccn2)c2nnnn2C2CCCCC2)CC1 (stereo not given)	-1	0	3	-1.5	-3	0	-4	0.0	12
CCOC(=O)N1CCN(C(=O)CN(c2ccccc2OC)S(=O)(=O)c2ccc(C)cc2)CC1	-1	6	0	1.0	-4	-2	3	-0.1	13
COc1ccc(N2CC(C(=O)NCCc3ccc(OC)c(OC)c3)CC2=O)cc1 (stereo not given)	-1	0	7	-0.3	1	1	1	-0.2	13
C=CCSC1=N/C(=C\c2ccc(C)o2)C(=O)S1	-2	0	2	-0.1	0	10	2	0.0	-6
CCOC(=O)C1=C(C)NC(=O)NC1c1cn(-c2ccccc2)nc1-c1cccs1 (stereo not given)	4	2	-4	4.3	2	8	1	0.0	-6
CN(C)CCOc1ccc(-c2c(-c3ccsc3)sc3ccccc23)cc1	.	-1	-7	.	.	.	.	0.0	14
NS(=O)(=O)c1ccc(CCNC(=O)CNC(=O)c2ccccc2Br)cc1	4	0	2	0.7	-2	-1	1	0.0	-3
Cc1ccc(CN(c2ccc(C(=O)Nc3cccnc3)cc2)S(C)(=O)=O)cc1	-1	4	5	2.6	1	0	0	0.2	-6
CCn1c(C)c(CS(=O)(=O)c2ccccc2)[nH]c1=O	-3	-25	-6	-2.0	-2	-3	0	0.0	-42
CC(=O)Nc1ccc(C2=NN(C)C(=NCc3ccccc3)SC2)cc1	1	8	39	0.0	-2	-5	9	0.3	-2
COCCNC(=O)CN(CCc1ccccc1)S(=O)(=O)c1ccc(OC)cc1	0	-4	-7	7.5	0	2	-4	0.3	0
O=c1/c(=C\c2cccc(O)c2)sc2nc(-c3ccccc3)c(-c3ccccc3)n12	5	-1	3	3.3	0	8	1	0.1	6
CC(C)(C)c1ccc(/C=N/OCC(=O)NCc2ccccc2)cc1	2	1	-2	3.4	-3	2	6	-0.1	6
O=C(CN1CCN(C(=O)C2CCCO2)CC1)Nc1ccc(Cl)c(Cl)c1 (stereo not given)	-4	4	-1	2.1	-1	-5	2	0.0	0
CC(=O)c1c(C)[nH]c(C(=O)CN2C(=O)NC(C)(C)C2=O)c1C	-5	-4	-10	0.9	2	0	3	0.1	0
Fc1ccccc1OCC1CCCN(Cc2nc(CC3CC3)no2)C1 (stereo not given)	-1	4	1	1.0	5	1	4	0.0	-8
Cc1ccc(N(Cc2ccccc2)C(=O)c2cc(S(=O)(=O)N3CCOCC3)ccc2C)cc1	-1	6	-11	0.1	-1	12	5	0.1	-6
COc1ccc(/C=C/C(=O)NCCOc2ccc(C)cc2)cc1	1	6	-2	0.8	1	-1	3	-0.1	5
CCN(CC)S(=O)(=O)c1ccc(/C=C/C(=O)OCC(=O)Nc2cccc3ccccc23)cc1	13	6	8	0.1	2	16	-3	0.1	7
CC(C)Cn1c(N)c(C(=O)COC(=O)c2ccncc2)c(=O)n(C)c1=O	-3	-4	6	2.2	4	7	1	0.5	0
CCN1CCN(CCCN(Cc2ccco2)C(=S)Nc2cccc(Cl)c2C)CC1	1	0	0	0.1	-3	6	-1	0.1	-12
O=C1CS/C(=N/N=C/c2ccccc2)N1c1ccc(O)cc1	-5	3	20	2.0	0	-7	3	0.1	-4
Nc1ccc2c(c1)-c1ccccc1S(=O)(=O)N2	-8	4	5	0.3	1	-5	7	-0.1	-4
COc1cccc(NC(=O)CN(C)C(=O)Cc2ccc3c(c2)CCC3)c1	0	0	0	-0.5	.	.	.	-0.1	-2
COCCCNC(=O)CCn1nc(-c2ccc(Cl)cc2)ccc1=O	0	9	-7	2.9	1	-3	0	-0.2	-3
O=C1/C(=C\c2ccc3c(c2)OCO3)CCC/C1=C/c1ccc2c(c1)OCO2	2	4	6	1.8	11	13	-1	0.0	-7
OC(CNCc1ccncc1)c1ccccc1 (stereo not given)	0	-3	-3	-3.9	2	-8	5	0.3	-8
Cn1nc(C(=O)NCc2ccco2)c2ccccc2c1=O	2	1	6	2.5	2	-10	0	0.0	5
Cc1cc(C(=O)Nc2ccc(Br)cc2)cs1	-2	-1	-1	2.8	-2	-2	0	0.0	1
CN1/C(=C\C(=O)C[n+]2ccc(C(=O)c3ccccc3)cc2)C(C)(C)c2ccccc21	-12	1	3	2.8	18	-4	2	0.1	-2
Cc1ccc(NC(=O)COc2nsnc2N2CCOCC2)cc1Cl	1	-7	10	3.4	2	-2	-4	0.0	0
COc1ccc(NC(=O)NNC(=O)c2cc3occc3n2C)c(OC)c1	-1	-1	9	-0.1	-1	-17	-7	0.0	-9
O=C(O)CC(NC(=S)NCc1ccccc1)C(=O)O (stereo not given)	-4	8	-19	-0.9	-1	-4	3	0.0	0
COC(=O)c1c(NC(=O)c2nc3ccccc3s2)sc2c1CCN(C(C)=O)C2	4	-1	.	3.0	1	7	-2	0.6	-13
CCNc1nc(NCC)nc(NS(=O)(=O)c2ccc(N)cc2)n1	-1	6	-9	0.4	-1	9	-1	0.0	-11
Cc1cccc(OCCCC(=O)NNC(=O)c2ccccn2)c1	4	1	.	1.7	.	.	.	-0.2	-2
COCCn1c(C)cc(/C=C2/NC(=O)N(c3ccc(Cl)cc3)C2=O)c1C	1	-3	4	2.9	0	-4	0	-0.1	-10

New compounds follow:
SMILES	PP1 inh	proCasp3 act	GASC-1 inh	PP5 primary	TPT1 inh	HCV core dimer	Fh CTSL1 inh	Efflux pump mplx	procasp7 counter
Cc1ccc(OCC(=O)NCCc2nc3ccccc3[nH]2)c(C)c1	-1	4	-3	0.7	-4	-5	2	-0.3	3
COc1cccc(-c2cc(C(=O)Nc3cnn(Cc4ccccc4C)c3)no2)c1	8	1	-5	0.3	-1	9	2	-0.1	-11
CC(Cc1ccccc1)NC(=O)C1CCCNC1=O (stereo not given)	-1	-3	-12	0.2	2	-2	-1	-0.1	3
O=C(CNC(=O)C(c1ccccc1)c1ccccc1)OCc1ccccc1	6	-2	2	1.0	3	4	-34	-0.1	3
Cc1ccc(N=Cc2c(O)n(-c3cc(Cl)ccc3N3CCOCC3)c(=O)c3ccccc23)cc1C	8	1	-4	4.1	-7	32	-2	0.1	-9
O=C(N/C(=C\c1ccc(Cl)cc1)C(=O)N1CCOCC1)c1ccco1	-3	5	-4	0.8	-1	3	1	0.0	1
CCOc1ccccc1C(=O)n1nc(C)cc1C	-6	4	11	-1.1	0	0	0	0.3	-2
Clc1nc(NC2CCCC2)nc(N2CCOCC2)n1	0	10	-18	-1.4	-2	12	-1	-0.1	-15
Cc1ccc(OCC(=O)NCCCNC(=O)c2ccco2)cc1	-2	-2	-14	0.3	1	4	3	-0.2	4
CCN1CCCC1CNC(=O)CSc1cc(=O)n(CC)c2ccccc12 (stereo not given)	-2	0	7	0.4	-2	0	-1	-0.3	5
